High-throughput results from PubChem BioAssay.
FECH block – blocks human mitochondrial ferrochelatase activity; P22830; purified FECH, Ni-mesoporphyrin absorbance 550 nm; calls only at 10 µM (by protocol); actives 3.3% (n = 20,000);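 active = enzyme reaction rate more than 3 SD below the solvent-only control wells on the same plate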;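 note: lower slope than DMSO wells means FECH inhibition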
Target sequence (P22830 whole entry, looked up): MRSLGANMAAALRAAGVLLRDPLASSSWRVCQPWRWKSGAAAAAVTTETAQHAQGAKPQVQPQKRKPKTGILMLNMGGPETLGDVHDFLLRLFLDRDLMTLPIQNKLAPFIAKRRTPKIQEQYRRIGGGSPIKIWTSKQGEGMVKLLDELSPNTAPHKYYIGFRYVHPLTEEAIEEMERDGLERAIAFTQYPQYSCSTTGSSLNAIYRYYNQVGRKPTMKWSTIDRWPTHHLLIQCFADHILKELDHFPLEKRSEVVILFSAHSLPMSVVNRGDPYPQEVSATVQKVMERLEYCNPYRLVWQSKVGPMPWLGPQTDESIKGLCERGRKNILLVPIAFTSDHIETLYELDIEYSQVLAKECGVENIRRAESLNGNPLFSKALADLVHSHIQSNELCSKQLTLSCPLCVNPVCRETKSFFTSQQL
Calls only; i = inactive; + = active, no number.

SMILES	FECH block
Cc1ccc(Cn2c(CNC(=O)CSc3ccccc3)nc3cccnc32)cc1	i
Cc1ccc(-n2ncc3c(-n4nc(C)cc4NC(=O)CCC4CCCC4)ncnc32)c(C)c1	i
CN(CCNC(=O)C1CCN(c2ncnc3c2nc2n3CCCCC2)CC1)C1CCCCC1	i
O=S(=O)(NCc1nc2cccnc2n1Cc1ccccc1Cl)c1ccc(Cl)cc1	i
CCN1C(=O)C2CCCCN2c2ccc(C(=O)Nc3ccc(C(C)C)cc3)cc21 (configuration not stated)	i
Cc1cccc(Cn2cc(C(=O)Nc3ccccc3)ccc2=O)c1	i
CSCc1noc(CNC2CCN(c3cccc(C)c3C)CC2)n1	i
CC1CCCN(c2nc(Nc3ccc(F)cc3)c3cnn(-c4ccccc4)c3n2)C1 (configuration not stated)	i
COc1ccccc1-n1nc(CC(C)C)nc1CCc1cnn(C)c1	i
Cc1ccsc1C(=O)Nc1ccccc1Sc1c(C)c(C)nc2nc(-c3ccccc3)nn12	i
CCOC(=O)c1cccc(Nc2nc(-c3nnc(-c4ccc(C)cc4)o3)nc3ccccc23)c1	i
CCN(CC)C(=O)N1CCOC(c2ccc(Cl)c(Cl)c2)C1 (configuration not stated)	i
CCN(CC)c1nc(Nc2cccc(OC)c2)c2cnn(-c3ccccc3)c2n1	i
O=C(O)CC1COCCN1C(=O)CC12CC3CC(CC(C3)C1)C2 (configuration not stated)	i
CNc1nc(N2CCN(Cc3nccn3C(C)C)CC2)nc2c1CCC2	i
Cc1cccc(Cl)c1OCCNC(=O)CSc1nnc(N)s1	i
Cc1cc(C)cc(S(=O)(=O)NCc2nc3cccnc3n2Cc2ccc(F)cc2)c1	i
CCN1CCN(C(=O)c2ccc3oc(=O)n(Cc4ccccc4)c3c2)CC1	i
Cc1nc(CCNC(=O)C(C)(C)NC(=O)c2cccs2)nc2c1CCCC2	i
Fc1ccccc1CCn1ccnc1-c1cccnc1	i
O=C(NCCCN1CCOCC1)c1ccc(Nc2cc(-c3ccccc3)ncn2)cc1	i
Cc1ccc(NS(=O)(=O)c2ccc3c(c2)CCN3C(=O)CCC(=O)N2CCOCC2)cc1	i
CC(C)c1cc(C(=O)N2CCC(Cc3cccc(C(N)=O)c3)C2)on1 (configuration not stated)	i
COc1ccc(C(=O)Nc2nc3n(n2)C(c2c(F)cccc2Cl)C=C(c2ccc(C)cc2)N3)cc1 (configuration not stated)	i
COc1cc(OC)cc(C(=O)Nc2cc(C)nn2-c2ncnc3c2cnn3-c2ccc(F)cc2)c1	i
More entries.
SMILES	FECH block
CN(CCc1cn[nH]c1)C(=O)c1cccc(CC2CCNCC2)c1	i
CCn1c(C2CCCN(C(=O)c3ccc(Cl)c(F)c3)C2)nn(C)c1=O (configuration not stated)	i
COc1ccccc1NC(=O)NCCc1nc2cccnc2n1Cc1ccc(C)cc1	i
CSc1cccc(CN(C)Cc2nc[nH]c2C)c1	i
CNS(=O)(=O)c1ccc(CN2CCN(C)C(C(=O)O)C2)cc1 (configuration not stated)	i
COc1ccc(S(=O)(=O)N2CCN(c3nc(C)cc(N4CCCC4)n3)CC2)cc1	i
COc1ccc(NC(=O)c2ccc(CNc3nc4nc(C)cc(=O)n4[nH]3)cc2)cc1	i
Cc1ccc(Cn2c(CCNC(=O)Nc3ccc(C)cc3)nc3cccnc32)cc1	i
CSc1cccc(NC(=O)CN2CCCN(Cc3cccc(C)c3)S2(=O)=O)c1	i
CCCCn1ncc(C)c1NC(=O)C(=O)N1c2ccccc2CC1C (configuration not stated)	i
CN(C)C(=O)c1[nH]cnc1C(=O)NCC(C)(C)C	i
Cc1ccc(NC(=O)C(=O)N2CCn3cncc3C2)cc1	i
CN(C)c1nc2ncnc(SCC(=O)Nc3cccc(F)c3)c2s1	i
COc1cc2c(cc1-c1nccn1CCN1CCNC1=O)OCCCO2	i
Cc1cccc(-c2ccc(N3CCCC(C(=O)NCCCN4CCOCC4)C3)nn2)c1 (configuration not stated)	i
O=C(Cn1nc(N2CCN(c3ccc(F)cc3)CC2)ccc1=O)NCc1ccccc1	i
O=c1cc(CCc2nc(C3CC3)nn2-c2ccc3c(c2)OCCO3)o[nH]1	i
NS(=O)(=O)c1ccc(NC(=O)c2nc(S(=O)(=O)Cc3ccccc3)ncc2Cl)cc1	i
O=C(Cc1cccc(Cl)c1)NCCn1c(CCc2ccccc2)nc2cccnc21	i
Cc1cc(-c2c(-c3ccccc3)ncn2Cc2noc(C3CCCC3)n2)n[nH]1	i
Cc1ccc(C(=O)Nc2nc3n(n2)C(c2ccccc2)C=C(c2ccccc2)N3)cc1 (configuration not stated)	i
CCCCN(C)C(=O)C1CCC(Cn2c(=O)c3sccc3n(CC(=O)N3CCCC3)c2=O)CC1 (configuration not stated)	i
Cc1cccc2[nH]c(C3CCCN3Cc3ncc[nH]3)nc12 (configuration not stated)	i
Cc1noc(C)c1CN(C)C(=O)c1cc(C(C)C)n2ncnc2n1	i
CCOC(=O)c1cccc(NC(=O)N2CCN(Cc3nc4cccnc4n3-c3cccc(F)c3)CC2)c1	i

In a second layout: three of the compounds above.
mol: Cc1ccsc1C(=O)Nc1ccccc1Sc1c(C)c(C)nc2nc(-c3ccccc3)nn12
  FECH block: i
mol: CCOC(=O)c1cccc(Nc2nc(-c3nnc(-c4ccc(C)cc4)o3)nc3ccccc23)c1
  FECH block: i
mol: CCN(CC)C(=O)N1CCOC(c2ccc(Cl)c(Cl)c2)C1 (configuration not stated)
  FECH block: i

Further structures:
SMILES	FECH block
C=C(C)COc1cccc(C(=O)N2CCCC(C(=O)O)C2)c1 (configuration not stated)	i
CCC(C)N(Cc1ccccc1F)C(=O)c1cn(C)c2ccccc2c1=O (configuration not stated)	i
O=c1[nH]cccc1-c1ccc2c(c1)OCO2	i
COc1ncccc1-c1ccc2ncnc(NCCO)c2c1	i
COc1c(Cl)cc(Cl)cc1CN1CCOCC(CN(C)C)C1 (configuration not stated)	i
Cc1ccc(OCC(=O)Nc2cc(Cl)ccc2OCc2cc(=O)n3oc(C)cc3n2)cc1	i
COc1ccc(CNS(=O)(=O)c2cc(N3C(=O)CCS3(=O)=O)ccc2OC)cc1OC	i
CCc1n[nH]c2c1CN(C(=O)C1=C(C)NC(=O)NC1c1cccs1)CC2 (configuration not stated)	i
CN(C)CC(=O)Nc1ccc(C(=O)Nc2cnc3n2CCCC3)cc1	i
Cc1ccc(NC(=O)Cn2nc(N3CCN(c4ccc(F)cc4)CC3)ccc2=O)cc1	i
Cc1cc(=O)oc2cc(NC(=O)C3CCN(c4ncnc5c4nc4n5CCCCC4)CC3)ccc12	i
O=C(NCc1ccco1)c1ccc(CN2C(=O)CCn3nc(-c4ccccc4)cc32)cc1	i
Cc1cc(C)n2nc(CN(C(=O)c3ccc(F)cc3)c3ccc(Cl)cc3)nc2n1	i
Cc1ccc(C)c(OC(C)C(=O)NCc2ccoc2)c1 (configuration not stated)	i
CCCCOc1ccc(C(=O)Nc2cc(C)nn2-c2ncnc3c2cnn3-c2ccc(F)cc2)cc1	i
CCc1ccc(S(=O)(=O)Nc2cnc(N(CC(C)C)CC(C)C)c(C(=O)O)c2)cc1	i
O=c1c2c(nc3nc(CNc4ccccc4F)[nH]n13)CCC2	i
CCC(C)NC(=O)Cn1c(=O)n(Cc2ccc(C(=O)NC)cc2)c(=O)c2cc(OC)c(OC)cc21 (configuration not stated)	+
COc1ccc(N2C(=O)CCS2(=O)=O)cc1S(=O)(=O)NCC(C)C	i
CC(C)NC(=O)Cn1c(=O)n(CC2CCC(C(=O)N3CCCC3)CC2)c(=O)c2sccc21 (configuration not stated)	i
OCc1cc(-c2ccc(-c3nc(CCCc4ccccc4)no3)cn2)ccc1F	i
O=C(c1cncc(-c2ccc3c(c2)OCO3)n1)N1CCOCC1	i
c1ccc(CSc2ncc(C3NCCc4[nH]cnc43)cn2)cc1 (configuration not stated)	i
Cc1ccccc1-c1cccc(C(=O)N2CCN(C)C3(CCN(C)CC3)C2)c1	i
Cn1cnnc1CCc1nn2c(C3CCCC3)nnc2s1	i

Four of the compounds above, field by field:
> CC(C)NC(=O)Cn1c(=O)n(CC2CCC(C(=O)N3CCCC3)CC2)c(=O)c2sccc21 (configuration not stated)
- FECH block = i
> OCc1cc(-c2ccc(-c3nc(CCCc4ccccc4)no3)cn2)ccc1F
- FECH block = i
> O=C(c1cncc(-c2ccc3c(c2)OCO3)n1)N1CCOCC1
- FECH block = i
> c1ccc(CSc2ncc(C3NCCc4[nH]cnc43)cn2)cc1 (configuration not stated)
- FECH block = i

Carrying on:
SMILES	FECH block
CN(C)c1nc2c(c(=O)[nH]1)CCN(C(=O)c1cn[nH]c1C1CCCCC1)C2	i
CCN(CC)S(=O)(=O)c1ccc2c(c1)NC(=O)CC(=O)N2	i
CC(=O)N1CCCn2nc(C(=O)N3CCC3c3ccccc3)cc2C1 (configuration not stated)	i
COc1cccc(OCC(=O)Nc2cc(N3CCCS3(=O)=O)ccc2C)c1	i
O=C1NCC2(CCCN(Cc3cccc(-c4ccccc4)c3)CC2)O1 (configuration not stated)	i
CCn1c(=O)n(-c2ccc(C)c(C)c2)c2nc(-c3ccc(OC)cc3)nc(C(N)=O)c21	i
CCCCOCc1n[nH]c(Cc2ccccc2)n1	i
O=c1cc(CNc2ccc(F)cc2)nc2nc(NCc3ccccc3)[nH]n12	i
COc1ccc(OC)c(S(=O)(=O)NCCn2c(-c3ccccc3)nc3cccnc32)c1	i
O=C(c1cccc2ncccc12)N1CC2CC3CC1C[C@@H](C3)C2	i
COc1ccc(OCC(=O)Nc2cccc(OCc3cc(=O)n4cc(Cl)ccc4n3)c2)cc1	i
Cc1cccc(Nc2nc(NCC3CCCO3)nc3c2cnn3-c2ccccc2)c1 (configuration not stated)	i
CN1CCN2C[C@@H](NC(=O)c3[nH]ncc3Cl)C[C@H]2C1	i
NS(=O)(=O)c1ccc(NC(=O)CN2C(=O)c3ccccc3S2(=O)=O)cc1	i
CN(Cc1ccc2nsnc2c1)C(=O)c1ccccc1-n1cncn1	i
Cc1ccc(-c2nc(C(N)=O)c3c(n2)n(-c2ccc(C)c(C)c2)c(=O)n3Cc2ccccc2)cc1	i
Cc1cc(C)cc(S(=O)(=O)NCc2nc3cccnc3n2CC(C)C)c1	i
CC(C)Cc1ccc(S(=O)(=O)NCc2nc3cccnc3n2Cc2ccc(F)cc2)cc1	i
Cc1nnsc1CN(C)C(=O)c1ncn[nH]1	i
CCCc1cc(Sc2ccc(NC(=O)c3c(OC)cccc3OC)cc2)n2ncnc2n1	i
c1ccc2nc(Cn3cnnc3)ccc2c1	i
Cc1ccccc1NC(=O)CCNC(=O)COc1c(C)ccc(C)c1C	i
Cc1ccc(OCc2cc(=O)n3oc(C)cc3n2)c(NC(=O)c2ccccc2C)c1	i
Cc1cnccc1CN(C)C(=O)C1CCCN1S(C)(=O)=O (configuration not stated)	i
Cc1ccccc1CN1CCN(Cc2ccccc2C)S1(=O)=O	+
The list continues:
SMILES	FECH block
Cc1nc(N)nc(C)c1CC(=O)N1CC(c2ccncc2)C1	i
Cc1ccccc1-c1noc(CN2CCCC3(CC2)CNC(=O)O3)n1 (configuration not stated)	i
Cc1cc2c(cc1O)NC(=O)CC2c1ccc(Oc2ccccc2)nc1 (configuration not stated)	i
Cc1ccc(-n2ccn3c(CCC(=O)NCCc4ccc(S(N)(=O)=O)cc4)nnc3c2=O)cc1C	i
COCCN(C)C(=O)c1cnn(Cc2ccccc2)c1	i
COc1cccc(Nc2nc(-c3nnc(-c4ccc(C)cc4)o3)nc3ccccc23)c1	i
O=C(c1cccc(=O)[nH]1)N(Cc1ccsc1)CC1CCCO1 (configuration not stated)	i
CCN(CCc1nc2ccc(C)cc2[nH]1)C(=O)c1cccc(-n2cnnc2)c1	i
C=C(C)COc1ccccc1C(=O)NCc1noc(-c2cccs2)n1	i
Cc1cccc(N(Cc2nc3nc(C)cc(C)n3n2)C(=O)C2CCCCC2)c1	i
CN1CCC(OCCCn2cnc(-c3ccccc3)c2-c2ccncc2)CC1	i
CCCc1nc2nc[nH]n2c(=O)c1NC(=O)Nc1cc(Cl)ccc1C	i
COc1ccc(OC)c(-c2c(Nc3ccc(C)cc3C)oc3c2c(=O)n(C)c(=O)n3C)c1	i
O=C(N[C@H]1COC[C@@H]1N1CCCCC1)c1ccc(-n2cnnn2)cc1	i
Cc1ccc(S(=O)(=O)N2CCN(Cc3nc4cccnc4n3-c3ccccc3)CC2)cc1C	i
Cc1cc(NC(=O)c2ccccc2Br)n(-c2ncnc3c2cnn3-c2ccc(F)cc2)n1	i
Cc1ccc(Nc2oc3c(c2-c2ccccc2)c(=O)n(C)c(=O)n3C)c(C)c1	i
CCc1[nH]c2c(CNC(=O)[C@H]3[C@@H]4C=C[C@@]5(CN(C)C(=O)[C@@H]35)O4)cc(C)cc2c1C	i
Cc1ccccc1CN1CCN(CC(=O)Nc2cccc(C)c2C)S1(=O)=O	i
COCCCNc1nc(Nc2cccc(Cl)c2)c2cnn(-c3ccccc3)c2n1	i
Cc1c(CN2Cc3ncccc3C2=O)oc2ccccc12	i
COCCNC(=O)NCCc1nc2cccnc2n1C1CCCCC1	i
COc1cc(NC(=O)N2CCN(c3cc(-c4cccc(OC)c4)ncn3)CC2)cc(OC)c1	i
NS(=O)(=O)c1ccc(CCNC(=O)c2cc(-c3ccc(Cl)cc3)on2)cc1	i
Cc1ccc(C2=CC(c3ccc(C)cc3)n3nc(NC(=O)c4ccco4)nc3N2)cc1 (configuration not stated)	+
The list continues:
SMILES	FECH block
O=C(CCN1CCCC(Oc2ccc(F)cc2)C1)Nc1nccs1 (configuration not stated)	i
Cc1ccc(CNc2nc(Nc3cccc(C)c3)c3cnn(-c4ccccc4)c3n2)cc1	i
Cc1cnccc1N1CCCN(C(=O)c2cccc(-n3cccn3)c2)CC1	i
COc1cccc(CN(C(=O)c2ccc(-c3ccn[nH]3)cc2)C2CC2)c1	i
Cc1ccc(Cl)cc1NC(=O)CN1CCCN(Cc2ccccc2)S1(=O)=O	i
CCc1cc(Sc2ccccc2NC(=O)c2ccc(C(F)(F)F)cc2)n2nc(C)nc2n1	i
Cc1ccccc1-c1nc2nc(CNc3cccc(C(F)(F)F)c3)cc(=O)n2[nH]1	i

Arranged by formula weight (rising): three of the compounds above.
SMILES	FECH block
O=C(CCN1CCCC(Oc2ccc(F)cc2)C1)Nc1nccs1 (configuration not stated)	i
Cc1cnccc1N1CCCN(C(=O)c2cccc(-n3cccn3)c2)CC1	i
Cc1ccc(CNc2nc(Nc3cccc(C)c3)c3cnn(-c4ccccc4)c3n2)cc1	i

This is a subset; rates above refer to the full screens.
